TRHR agonist = qHTS for Small Molecule Agonists and Allosteric Enhancers of Human TRH Receptor: Primary Screen for Agonists; TRHR cells, calcium flux fluo-8, FDSS agonist mode; activation, % at 2 µM; 360,000 tested, 0.18% active; AID 493084, 2011; in the data active means activation above about 30%; further: 0% is about no effect
Target sequence (P34981 whole entry, looked up): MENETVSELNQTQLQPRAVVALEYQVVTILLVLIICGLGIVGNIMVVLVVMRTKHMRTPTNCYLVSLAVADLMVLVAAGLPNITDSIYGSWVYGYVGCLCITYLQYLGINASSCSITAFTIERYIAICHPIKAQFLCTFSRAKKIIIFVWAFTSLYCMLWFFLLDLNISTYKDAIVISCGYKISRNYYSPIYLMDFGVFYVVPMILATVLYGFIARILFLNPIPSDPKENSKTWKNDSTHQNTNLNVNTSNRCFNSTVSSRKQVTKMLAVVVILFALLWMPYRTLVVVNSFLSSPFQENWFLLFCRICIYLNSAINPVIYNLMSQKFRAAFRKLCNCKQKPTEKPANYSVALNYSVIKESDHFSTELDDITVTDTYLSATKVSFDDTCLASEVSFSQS
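Agonist-mode FDSS calcium read (Ex 480/Em 530, 1 s cycles) in 1536-well TRHR cells with fluo-8 dye, after 10-cycle baseline and 23 nL compound addition; TRH at EC20 (10 nM final) added afterwards for the enhancer phase.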
Anesthetic bind = qHTS Assay for Identification of Novel General Anesthetics | 350,000 tested, 0.074% active | AID 485281, 2010 | Potency, µM (series often up to 77.5 µM), for the others: at the highest dose activity change, negative = displacement, most hits filed as inhibitors | Ferritin light chain (Equus caballus), P02791 | apoferritin/1-aminoanthracene competitive binding, fluorescence; further: potency means the concentration at half of the fitted maximal effect; on the % scale 0 is the no-effect control and ±100 the full control effect; nearly all actives have a fitted effect of over 20% in size
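Horse-spleen apoferritin (10 uM) in 50% saturated 1-aminoanthracene in PBS was incubated 10 min at room temperature with compound. Fluorescence (ex 380, em 535 nm) was normalized to free and bound 1-AMA, with concentration-response fitted by a four-parameter Hill equation.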
D1 ag = Allosteric Agonists of the Human D1 Dopamine Receptor: qHTS; activation, % at 2 µM; AID 504660, 2011; HEK293 T-REx D1 cells, calcium flux, agonist mode; D(1A) dopamine receptor (Homo sapiens), P21728; 360,000 tested, 1% active; in the data active means activation above about 30%; further: 0% is about no effect
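Inducible HEK293 T-REx D1 cells, force-coupled to calcium signalling, were plated at 4000 cells/well with tetracycline and held overnight at 30 C. After no-wash calcium dye loading, compound-evoked calcium rise over 180 s flagged agonists.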
RXFP1 antagonist = qHTS Assay for Antagonists of the Relaxin Receptor RXFP1; Relaxin receptor 1 (Homo sapiens), Q9HBX9; HEK293-RXFP1, relaxin-stimulated cAMP HTRF, 30 min; active compounds read low; activity change, negative = inhibition, % at 57.5 µM; 350,000 tested, 0.59% active;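 active means activity change of -60% or lower, but not beyond a set lower limit; inconclusive means change between -60% and -40%, or beyond the set limit; inactive means change above -40%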; further: on the % scale 0 is the no-effect control and ±100 the full control effect
D1 PAM = Potentiators of Human D1 Dopamine Receptor: qHTS | D(1A) dopamine receptor (Homo sapiens), P21728 | HEK293 TREx D1 cells, calcium flux, dopamine EC20 potentiation | potentiation, % at 10 µM | 360,000 tested, 0.036% active; in the data active means potentiation above about 30%; further: 0% is about no effect
TRHR enhancer = qHTS for Small Molecule Agonists and Allosteric Enhancers of Human TRH Receptor: Primary Screen for Enhancers; Thyrotropin-releasing hormone receptor (Homo sapiens), P34981; TRHR cells, fluo-8 calcium fluorescence, EC20 TRH enhancement; enhancement, % at 2 µM; 360,000 tested, 0.66% active; AID 493056, 2011; in the data active means enhancement above about 30%; further: 0% is about no effect
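TRHR-expressing cells loaded with fluo-8 calcium dye were read kinetically (ex 480/em 530) during compound addition, then stimulated with an EC20 of TRH (10 nM final). Enhancement of the Gq-mediated intracellular calcium response was scored.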
D1 antagonist = Antagonist of Human D 1 Dopamine Receptor: qHTS. AID 504652, 2011. 360,000 tested, 3.2% active. D(1A) dopamine receptor (Homo sapiens), P21728. activity change, negative = inhibition, % at 10 µM. HEK293 TREx D1 cells, calcium flux, dopamine EC80; active compounds read low; in the data active means activity change below about -30%; further: on the % scale 0 is the no-effect control and ±100 the full control effect
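Calcium flux readout: force-coupled, inducible Hek293 Trex D1 line, cells induced overnight at 30 C with tetracycline, dye-loaded 30–90 min at RT. Antagonism scored against EC80 dopamine challenge given 180 s after compound.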
D2 PAM = HTS Assay for Positive Allosteric Modulators of the Human D2 Dopamine Receptor: Primary Screen for Potentiators; D(2) dopamine receptor (Homo sapiens), P14416; HEK293 T-REx D2, calcium flux, EC20 dopamine potentiation; potentiation, % at 10 µM; 340,000 tested, 0.34% active; AID 485347, 2010;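 active means potentiation over 3 SD above the plate norm, cut at about 30% in these data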; further: 0% is about no effect
Target sequence (P14416 whole entry, looked up): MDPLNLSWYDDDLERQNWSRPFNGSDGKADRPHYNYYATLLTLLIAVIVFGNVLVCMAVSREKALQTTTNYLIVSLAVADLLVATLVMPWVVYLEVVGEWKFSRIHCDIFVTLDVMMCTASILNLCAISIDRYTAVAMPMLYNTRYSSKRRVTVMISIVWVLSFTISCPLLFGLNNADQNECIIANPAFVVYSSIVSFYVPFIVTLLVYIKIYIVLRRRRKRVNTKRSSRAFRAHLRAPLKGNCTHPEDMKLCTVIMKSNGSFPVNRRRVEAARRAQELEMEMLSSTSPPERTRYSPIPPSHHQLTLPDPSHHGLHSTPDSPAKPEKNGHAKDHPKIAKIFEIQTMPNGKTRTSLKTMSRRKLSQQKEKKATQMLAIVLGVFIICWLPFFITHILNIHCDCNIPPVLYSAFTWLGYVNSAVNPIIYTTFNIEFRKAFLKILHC
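Tetracycline-induced Hek293 Trex D2 cells, force-coupled to calcium, loaded with no-wash calcium dye. Compound added with 180 s kinetic read for agonism, then EC20 dopamine and a further 180 s read for potentiation.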
RXFP1 agonist = qHTS Assay for Agonists of the Relaxin Receptor RXFP1; Relaxin receptor 1 (Homo sapiens), Q9HBX9; HEK293T-RXFP1 cAMP TR-FRET, 30 min; response scale: percent of porcine relaxin response, buffer zero; Potency, µM (doses to about 57.5 µM), inactives show at the highest dose activation, most hits filed as activators; 370,000 tested, 0.3% active; further: potency means the concentration at half of the fitted maximal effect; on the % scale 0 is the no-effect control and ±100 the full control effect; nearly all actives have a fitted effect of over 60% in size; many of its hits are not listed in these tables
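HEK293T cells stably expressing RXFP1 were pretreated with the PDE4 inhibitor Ro 20174, exposed to compounds for 30 min at 37C, lysed, and cAMP was read by TR-FRET. Data normalized to buffer (basal) and 29 nM porcine relaxin (100%).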
Numbers without * were called inactive; [ ] = another dose, or the depositor's remark. Unless noted, the call rests on the fitted dose curve; in most records, active means well fitted curve in the direction sought with a large enough effect; inconclusive means small, poorly fitted or top-dose-only effect, or another doubt; inactive means no such curve, though single readings can be large; an effect the other way counts as inactive or inconclusive. A portion of the library, so the mix of outcomes need not match the whole.

`COc1ccc(-c2nc(SCC(=O)NC3CCCC3)c(-c3ccc(F)cc3)[nH]2)cc1OC` gave TRHR agonist 0.8, Anesthetic bind -16%, D1 ag -1, RXFP1 antagonist -28, D1 PAM -2, TRHR enhancer 0, D1 antagonist -21, D2 PAM 1 and RXFP1 agonist -0.4%.
`CC1=C(C)[N+](=O)C2CCCCC2N1[O-]` (stereo unspecified) gave TRHR agonist 1.6, Anesthetic bind -8%, D1 ag 4, RXFP1 antagonist -4, D1 PAM -9, TRHR enhancer 1, D1 antagonist 12, D2 PAM 1 and RXFP1 agonist 2.2%.
Screening O=C(NCCc1ccccc1)c1ccccc1[N+](=O)[O-] returned TRHR agonist 0.1, Anesthetic bind -8%, D1 ag -1, RXFP1 antagonist -2, D1 PAM -8, TRHR enhancer 1, D1 antagonist -5, D2 PAM -7 and RXFP1 agonist -1.8%.
Screening CCN(CC)c1ccc(Nc2nc(-c3cccnc3)cs2)cc1 returned TRHR agonist 0.7, Anesthetic bind -6%, D1 ag 2, RXFP1 antagonist -24, D1 PAM -7, TRHR enhancer 3, D1 antagonist -4, D2 PAM 2 and RXFP1 agonist 2.1%.
COc1ccc(OCc2ccc(-c3nc(C#N)c(NC(C)c4ccccc4)o3)o2)cc1 (stereo unspecified) was read as TRHR agonist 0.0, Anesthetic bind 80%[activator], D1 ag 1, RXFP1 antagonist -13, D1 PAM 1, TRHR enhancer 1, D1 antagonist -13, D2 PAM 18 and RXFP1 agonist -0.8%.
CCOC(=O)c1c(-c2cccc([N+](=O)[O-])c2)csc1NC(=O)CCCOc1ccccc1OC was read as TRHR agonist 0.5, Anesthetic bind -7%, D1 ag 2, RXFP1 antagonist -7, D1 PAM -9, TRHR enhancer -2, D1 antagonist -3, D2 PAM -11 and RXFP1 agonist -2.5%.
Screening COc1ccc(S(=O)(=O)N2CC(C(=O)O)Oc3ccc(CC(=O)O)cc32)cc1 (stereo unspecified) returned TRHR agonist -0.2, Anesthetic bind 2%, D1 ag 5, RXFP1 antagonist 5, D1 PAM -1, TRHR enhancer -1, D1 antagonist -13, D2 PAM -4 and RXFP1 agonist 2.0%.
For CCn1c(CNC(=O)c2ccccc2F)cc2ccccc21 the results were TRHR agonist 0.2, Anesthetic bind 2%, D1 ag 3, RXFP1 antagonist 3, D1 PAM -11, TRHR enhancer 15, D1 antagonist -28, D2 PAM 3 and RXFP1 agonist 0.0%.
`CC1=CC(C)(C)N2C(=O)C3(C(C#N)=C(N)Oc4cc(C)oc(=O)c43)c3cccc1c32` (stereo unspecified) gave TRHR agonist -0.5, Anesthetic bind -10%, D1 ag 1, RXFP1 antagonist -10, D1 PAM -4, TRHR enhancer 11, D1 antagonist -10, D2 PAM -2 and RXFP1 agonist 0.0%.
Screening CN1CCN(C(CNC(=O)c2ccccc2F)c2ccc3c(c2)OCO3)CC1 (stereo unspecified) returned TRHR agonist 0.3, Anesthetic bind -4%, D1 ag -1, RXFP1 antagonist -1, D1 PAM -2, TRHR enhancer 2, D1 antagonist 9, D2 PAM 15 and RXFP1 agonist 4.6%.
For CC1CN(C)CCC1OC(=O)c1ccccc1 (stereo unspecified) the results were TRHR agonist 0.8, Anesthetic bind 5%, D1 ag 5, RXFP1 antagonist 2, D1 PAM -1, TRHR enhancer 6, D1 antagonist 9, D2 PAM -7 and RXFP1 agonist 1.2%.
Screening N#Cc1c(N2CCN(C(=O)c3ccco3)CC2)nc(-c2ccccc2)c2c1CCCC2 returned TRHR agonist 1.0, Anesthetic bind 328%[activator], D1 ag 3, RXFP1 antagonist -21, D1 PAM 1, TRHR enhancer 0, D1 antagonist 11, D2 PAM 2 and RXFP1 agonist 9.2%.
`CCC(Sc1nnc2c3ccccc3n(CC)c2n1)C(=O)Nc1sc2c(c1C#N)CCCC2` (stereo unspecified) gave TRHR agonist 0.4, Anesthetic bind -9%, D1 ag 3, RXFP1 antagonist -5, D1 PAM 0, TRHR enhancer 0, D1 antagonist -18, D2 PAM 7 and RXFP1 agonist 1.6%.
For O=C(c1ccccc1)N(Cc1ccccc1)c1ccccn1 the results were TRHR agonist -0.5, Anesthetic bind inconclusive, D1 ag -1, RXFP1 antagonist -12, D1 PAM 2, TRHR enhancer 5, D1 antagonist 1, D2 PAM 0 and RXFP1 agonist 0.3%.
Screening COc1ccc(Cl)cc1S(=O)(=O)N1CCC(c2ccncc2)CC1 returned TRHR agonist 0.5, Anesthetic bind -1%, D1 ag 10, RXFP1 antagonist -6, D1 PAM -1, TRHR enhancer -8, D1 antagonist 8, D2 PAM 3 and RXFP1 agonist 0.2%.
Screening CC1(C)N=C(N)N=C(N)N1c1ccc(F)cc1F returned TRHR agonist -0.1, Anesthetic bind -13%, D1 ag 1, RXFP1 antagonist -1, D1 PAM -2, TRHR enhancer -2, D1 antagonist -8, D2 PAM 7 and RXFP1 agonist -1.0%.
Cc1cc(C)nc(Nc2ccc(O)cc2)n1 was read as TRHR agonist 0.1, Anesthetic bind -3%, D1 ag 0, RXFP1 antagonist -2, D1 PAM -4, TRHR enhancer -8, D1 antagonist 1, D2 PAM 3 and RXFP1 agonist -0.9%.
For O=C(O)C1CC(=O)N(Cc2ccc3c(c2)OCO3)C1 (stereo unspecified) the results were TRHR agonist -0.1, Anesthetic bind 4%, D1 ag 3, RXFP1 antagonist -6, D1 PAM 4, TRHR enhancer -1, D1 antagonist 4, D2 PAM -13 and RXFP1 agonist 0.5%.
Screening COc1cc(CN2CCc3ccccc3C2)ccc1O returned TRHR agonist 0.3, Anesthetic bind -9%, D1 ag 3, RXFP1 antagonist -7, D1 PAM -5, TRHR enhancer 9, D1 antagonist 6, D2 PAM -22 and RXFP1 agonist 0.8%.
`CC1CN(CC(=O)NCc2ccc(Cl)cc2)CC(C)O1` (stereo unspecified) gave TRHR agonist 0.4, Anesthetic bind -3%, D1 ag 3, RXFP1 antagonist -5, D1 PAM -2, TRHR enhancer -3, D1 antagonist 2, D2 PAM 12 and RXFP1 agonist 0.5%.
For Cc1sc2nc(SCC(=O)N3CCOCC3)[nH]c(=O)c2c1C the results were TRHR agonist 0.6, Anesthetic bind 3%, D1 ag 2, D1 PAM -1, TRHR enhancer 1, D1 antagonist -1, D2 PAM -6 and RXFP1 agonist 1.0%.
`COc1cc(F)c(C2=CC(=O)C[C@H](c3ccc(Cl)cc3)C2)cc1F` gave TRHR agonist 0.9, D1 ag 5, D1 PAM -1, TRHR enhancer 5, D1 antagonist -16, D2 PAM -7 and RXFP1 agonist -0.4%.
For COC(=O)CN(c1cccc(OC)c1)S(C)(=O)=O the results were TRHR agonist 0.2, Anesthetic bind -8%, D1 ag 1, RXFP1 antagonist 6, D1 PAM -2, TRHR enhancer -6, D1 antagonist -6, D2 PAM 7 and RXFP1 agonist -1.4%.
`Cc1nc(N2CCN(c3ccccc3)CC2)[nH]c(=O)c1Cc1ccccc1` gave TRHR agonist 0.4, Anesthetic bind -7%, D1 ag 0, RXFP1 antagonist -4, D1 PAM -2, TRHR enhancer 4, D1 antagonist 18 and RXFP1 agonist 0.3%.
CSc1cccc(NC(=O)N2CCN(S(=O)(=O)c3ccc4c(ccn4C)c3)CC2)c1 was read as TRHR agonist 0.3, Anesthetic bind -4%, D1 ag 9, D1 PAM -1, TRHR enhancer -15, D1 antagonist 11, D2 PAM -10 and RXFP1 agonist 0.0%.
`O=C(C(=C1NCCN1)n1cncn1)c1ccccc1` gave TRHR agonist 0.5, Anesthetic bind -6%, D1 ag 5, RXFP1 antagonist 3, D1 PAM -6, TRHR enhancer 5, D1 antagonist -12, D2 PAM 5 and RXFP1 agonist 7.3%.
`CNC(=S)N(CCc1c(C)[nH]c2ccc(OC)cc12)Cc1cccnc1` gave TRHR agonist -0.3, Anesthetic bind -8%, D1 ag 3, RXFP1 antagonist -12, D1 PAM -3, TRHR enhancer 8, D1 antagonist 11, D2 PAM 0 and RXFP1 agonist -1.2%.
Screening COCCOC(=O)c1c(NC(=O)CN(C)c2ccccc2)sc(C(N)=O)c1C returned TRHR agonist -1.3, Anesthetic bind -14%, D1 ag 3, RXFP1 antagonist 0, D1 PAM 9, TRHR enhancer 19, D1 antagonist -15, D2 PAM -5 and RXFP1 agonist 2.7%.
